Source: PubChem BioAssay
Wnt bcat act = Wnt/beta-catenin pathway activators, primary screen, cell-based, plate reader, single point; Wnt/beta-catenin reporter cell assay, activator; activation, % at 9.35 µM; hit rate 1.2% among 300,000; AID 743398, 2014; in the data active means activation above about 30%, passing the limit was not always enough;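 further: 0% = neutral control wells and 100% = positive control wells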
Arrestin-AP2 inh = inhibitors of beta-arrestin/AP2 binding, primary screen, biochemical, GPCR trafficking, flow cytometry; FITC-arrestin peptide / GST-AP2 beads; AP2 beta2 appendage carries R879A mutation; beta-arrestin 1 C-terminal peptide binding to AP2 beta2-adaptin appendage (human); hit rate 0.31% among 340,000; inhibition, % at 10 µM;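 active means inhibition above a set limit, near 3 SD of compounds lacking own fluorescence, cut at about 54% in these data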;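 further: plate controls were DMSO wells for no effect and 5 µM unlabelled arrestin peptide for full effect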
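system = GST-tagged AP2 beta2-adaptin appendage (R879A) on 4 µm glutathione beads | reagent = FITC-labelled arrestin peptide probe, 50 nM final | schedule = compound with beads 12 min RT, then probe 1 h RT | signal = HyperCyt-sampled flow cytometry, FL1 channel, ex 488/em 535 nm | read-out = percent response from loss of bead-bound FITC fluorescence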
OPRM1-OPRD1 ag = agonists of OPRM1-OPRD1 heterodimerization, primary screen, cell-based, luminescence; activation, % at 9.3 µM; cells; Mu-type opioid receptor (Homo sapiens) + Delta-type opioid receptor (Homo sapiens), …; AID 504326, 2011; hit rate 0.3% among 340,000; in the data active means activation above about 18%;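 further: 0% = vehicle-treated cells and 100% = reference agonist; values of inactives mirror those of a sister screen read the other way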
LANA DNA inh = inhibitors of KSHV C-LANA binding to DNA, primary screen, biochemical, fluorescence polarization, FAM-LBS DNA, MBP-C-LANA, single point. hit rate 0.078% among 340,000. inhibition, % at 9 µM. Kaposi's sarcoma herpesvirus LANA C-terminal domain (residues 932-1162) DNA binding. AID 504423, 2011;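 active means highest replicate inhibition at or above 60% at 9 µM, even if other replicates fall short; inactive means all replicates below 60% inhibition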;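 further: 0% = neutral control wells and 100% = 4 µM acridine orange control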
V-ATPase pH = regulators of yeast V-ATPase proton pumping, primary screen, pHLuorin cytosolic pH fluorescence. S. cerevisiae. response, % at 10 µM. hit rate 0.37% among 350,000; in the data active means response mostly above about 7.3%, no sharp cut-off; inactive means mostly below about 5.4%; further: actives read high; inactives centre near 0; some compounds called inactive have numbers as strong as hits; reference of the scale not given here
MOR-DOR inv ag = inverse agonists of MOR-DOR heterodimerization, primary screen, cell-based, luminescence | cell-based MOR-DOR heterodimer luminescence, inverse agonism | AID 504357, 2011 | hit rate 0.21% among 340,000 | inhibition, % at 9.3 µM; in the data active means inhibition above about 22%, passing the limit was not always enough;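 further: 0% = cells with DMSO and 100% = wells without cells with DMSO; values of inactives mirror those of a sister screen read the other way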
DSG3 Ab inh = inhibitors of pemphigus antibody binding to DSG3, primary screen, biochemical, bead-based, flow cytometry, scFv-GFP. Desmoglein-3 (Homo sapiens), P32926. DSG3-coupled beads, scFv-anti-DSG3-GFP binding; stronger effect = lower value. binding (percent of control), % at 10 µM. hit rate 0.48% among 310,000;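 active means binding more than 3 SD below its plate's average and above zero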; further: some compounds called inactive have numbers as strong as hits
Target sequence (P32926 whole entry, looked up): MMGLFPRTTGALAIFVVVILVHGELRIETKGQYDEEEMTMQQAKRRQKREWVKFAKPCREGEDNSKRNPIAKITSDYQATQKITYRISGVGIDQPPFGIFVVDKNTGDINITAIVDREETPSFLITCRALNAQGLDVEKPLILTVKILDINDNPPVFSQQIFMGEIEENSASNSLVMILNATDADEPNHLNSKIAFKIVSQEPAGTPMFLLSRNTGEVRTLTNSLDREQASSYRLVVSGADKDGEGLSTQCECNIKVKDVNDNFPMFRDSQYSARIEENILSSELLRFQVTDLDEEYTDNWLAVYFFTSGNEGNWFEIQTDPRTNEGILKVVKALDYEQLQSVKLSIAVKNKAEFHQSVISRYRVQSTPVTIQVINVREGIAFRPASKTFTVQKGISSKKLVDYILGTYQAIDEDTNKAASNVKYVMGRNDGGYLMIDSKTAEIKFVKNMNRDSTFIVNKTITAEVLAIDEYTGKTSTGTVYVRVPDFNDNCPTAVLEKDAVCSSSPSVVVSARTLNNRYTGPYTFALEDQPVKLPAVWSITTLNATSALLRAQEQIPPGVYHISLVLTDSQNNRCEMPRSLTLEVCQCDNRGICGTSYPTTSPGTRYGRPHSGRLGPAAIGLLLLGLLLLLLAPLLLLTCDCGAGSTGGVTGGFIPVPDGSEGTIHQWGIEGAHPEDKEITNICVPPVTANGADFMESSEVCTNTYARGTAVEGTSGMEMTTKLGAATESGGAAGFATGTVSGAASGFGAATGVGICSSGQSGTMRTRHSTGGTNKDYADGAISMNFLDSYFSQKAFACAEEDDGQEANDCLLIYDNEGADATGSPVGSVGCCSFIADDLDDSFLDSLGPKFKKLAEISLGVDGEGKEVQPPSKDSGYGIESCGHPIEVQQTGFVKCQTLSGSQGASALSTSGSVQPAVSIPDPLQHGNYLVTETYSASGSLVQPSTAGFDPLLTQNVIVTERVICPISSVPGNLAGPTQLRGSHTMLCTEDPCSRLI
Keap1 Nrf2 FP = Keap1-Nrf2 protein-protein interaction inhibitors, primary screen, biochemical, fluorescence polarization, single point; AID 504523, 2011; inhibition, % at 9.4 µM; Keap1 Kelch-Nrf2 peptide fluorescence polarization, 1536-well; hit rate 0.15% among 340,000; Kelch-like ECH-associated protein 1 (Homo sapiens), Q14145; in the data active means inhibition above about 12%;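 further: human Keap1 Kelch domain with fluorescein labeled Nrf2 9mer peptide probe; 0% = neutral control wells and 100% = peptide positive control; higher means more block of Keap1 binding to Nrf2 peptide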
RTF Ca sens inh = cardiac RTF calcium sensitivity inhibitors, primary screen, biochemical, IANBD-TnC fluorescence, EC70 calcium; Troponin I, cardiac muscle (Homo sapiens) + Troponin T, cardiac muscle (Homo sapiens) + …; IANBD-labeled cardiac RTF, Ca2+ fluorescence; inhibition, % at 7.15 µM; hit rate 0.12% among 340,000;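 active means inhibition above the mean inhibition of all tested compounds plus 3 SD, cut at about 17% in these data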;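 further: assay run at fixed EC70 calcium of 1.6 mM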
cardiac RTF act = cardiac RTF calcium sensitivity activators, primary screen, biochemical, IANBD-TnC fluorescence, EC20 calcium. Troponin I, cardiac muscle (Homo sapiens) + Troponin T, cardiac muscle (Homo sapiens) + …. IANBD-labeled TnC RTF fluorescence at EC20 calcium; 0% EC20 calcium, 100% full calcium. activation, % at 7.2 µM. hit rate 0.24% among 340,000;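 active means activation above the mean over all tested compounds plus 3 SD, cut at about 30% in these data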;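 further: rise in fluorescence read as greater calcium sensitivity of cardiac thin filaments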
* marks the source's active call; other numbers are inactive results; . = no result given. Hits appear at their usual frequency; any-hit rate near 3.1%.

SMILES	Wnt bcat act	Arrestin-AP2 inh	OPRM1-OPRD1 ag	LANA DNA inh	V-ATPase pH	MOR-DOR inv ag	DSG3 Ab inh	Keap1 Nrf2 FP	RTF Ca sens inh	cardiac RTF act
O=C(NCc1ccccc1)c1ccc(F)c(F)c1	0	-6	0.1	-0.5	14	0	98	-1	-11	7
N#CC1CCN(c2ncccc2[N+](=O)[O-])CC1	1	1	.	4.1	6	.	93	4	.	.
Cc1cc(NC(=S)NC(=O)CC(C)C)ccc1Br	9	7	4.2	0.6	-1	-23	94	0	0	-12
CCN(CC)C(=O)/C(=C\c1ccncc1)NC(=O)c1ccccc1	-3	-4	-1.9	4.6	-1	9	106	0	4	-1
CC(=O)c1cccc(NC(=S)NC(=O)C(C)C)c1	36*	20	0.1	0.1	2	0	95	-2	7	-1
Cn1c(Cc2cccs2)nnc1SCC(=O)Nc1ccccc1	15	7	-3.5	1.2	5	18	106	-3	-10	-3
Cc1nnc(NC(=O)CSC2CCCCC2)s1	4	0	0.1	1.6	-3	0	106	-5	-1	-3
CC(C)(O)C1Cc2cc(/C=C/C(=O)O)c(O)cc2O1 (centres undefined)	-1	-18	.	2.5	1	.	.	-3	.	.
O=C(C1CCCN(S(=O)(=O)c2cccc3nsnc23)C1)N1CC=C(c2ccccc2)CC1 (centres undefined)	.	-4	-2.1	0.3	-1	11	98	-6	-2	0
Cc1ccc(N2CC(C(=O)N3CCC4(CC3)CC(=O)c3ccccc3O4)CC2=O)cc1C (centres undefined)	0	3	2.4	-13	-2	-16	101	-7	-3	-7
CC(Cc1ccccc1)=NNS(=O)(=O)c1ccc([N+](=O)[O-])cc1	-1	-4	-0.8	1.4	5	4	98	-3	-10	4
COCCCN(C(=O)CCOc1ccc(C)cc1)c1c(N)n(Cc2ccccc2)c(=O)[nH]c1=O	-4	1	0.3	-0.9	-7	-2	105	-1	-2	-4
COc1cccc(C2/C(=C(/O)c3ccccc3)C(=O)C(=O)N2CCCC(=O)O)c1 (centres undefined)	4	9	-1.1	-1.6	-1	6	104	-4	-1	0
O=C(COC(=O)C1CCN(c2ccc(C(F)(F)F)cn2)CC1)Nc1ncc(Cl)cc1Cl	0	-4	-2.3	1.0	0	9	98	-4	-8	1
O=C(O)c1ccccc1SC1CC(=O)N(C2CCCCC2)C1=O (centres undefined)	.	-9	-2.0	0.5	-1	12	104	-2	-7	3
CCOC(=O)N1CCC(N2C(=O)c3ccccc3C2Nc2cccnc2)CC1 (centres undefined)	-3	13	0.3	-1.2	7	-2	94	5	-6	1
CC(=O)c1cccc(NS(=O)(=O)N2CCCCC2)c1	2	5	0.7	6.3	16*	-3	119	-4	-5	6
CCOc1ccc(OCC)c(Nc2cc(C)nc3nc(C)nn23)c1	-3	3	-0.8	5.6	7	4	109	1	-8	2
CC(=O)c1ccc(NC(=O)CSC(C)C)cc1	5	-3	-1.2	1.8	3	7	111	2	-3	2
CCCCc1c(C)nc2ccc(C)cc2c1SCCC(=O)O	-3	18	-2.2	0.3	-1	13	100	-2	-4	2
Cc1nn(Cc2ccccc2)c(Cl)c1/C=C/C(=O)OC(C)C(=O)N1CCCC1 (centres undefined)	-1	-12	-0.4	-1.0	4	2	103	-6	-4	7
COc1ccccc1CCCNC(=O)C1CCC(=O)N(CCN2CCOCC2)C1 (centres undefined)	12	4	0.9	-2.1	2	-4	109	-7	-7	2
CC1(C)CC(=O)C=C(NC2CCCCCC2)C1	2	10	-2.4	1.8	1	14	100	5	-7	-1
COc1ccc(S(=O)(=O)NC(C)C(=O)NCc2ccncc2)cc1C (centres undefined)	-2	2	-0.5	0.0	-3	3	99	-3	-1	-2
O=C1c2cccc3cc(Br)cc(c23)C(=O)N1Nc1ccc(Br)cc1	.	10	0.5	-0.1	0	-3	102	-4	1	3

The list continues:
SMILES	Wnt bcat act	Arrestin-AP2 inh	OPRM1-OPRD1 ag	LANA DNA inh	V-ATPase pH	MOR-DOR inv ag	DSG3 Ab inh	Keap1 Nrf2 FP	RTF Ca sens inh	cardiac RTF act
COc1ccc(-c2ccnc3c(C#N)cnn23)cc1	-2	11	-2.1	-1.0	4	11	102	0	-3	0
CCOc1ccc(CCNC(=O)c2ccc(=O)[nH]c2)cc1OCC	-2	2	-2.7	1.5	3	14	113	-4	-5	0
Cc1nc(CNC(=O)C2CCC(=O)N(Cc3cccc(F)c3)C2)sc1C (centres undefined)	-1	18	-3.8	-1.9	0	15	106	-4	1	-6
CCc1ccccc1NC(=O)COc1ccc(C(=S)N2CCCC2)cc1	0	-28	-2.4	0.1	1	11	103	4	-6	-1
CCNC(=O)C/C(C)=N/NC(=O)C12CC3CC(CC(C3)C1)C2	-9	-5	0.6	-0.5	-6	-3	104	-4	-3	7
CCCOc1ccc(C2Nc3cccc4cccc(c34)N2)cc1	12	14	-1.3	3.8	-1	7	118	2	-16	3
CN(C(=O)COC(=O)c1nc(Cl)c(Cl)c(Cl)c1Cl)C1CCS(=O)(=O)C1 (centres undefined)	-24	0	-3.1	2.2	-2	16	92	-3	-8	2
COc1ccc(-c2ccc(/C=N/N3C(=O)C4C5C=CC(C6CC56)C4C3=O)o2)c([N+](=O)[O-])c1 (centres undefined)	.	4	-1.7	0.4	3	10	96	0	-13	2
COc1ccc(C(=O)NCCN=C2NS(=O)(=O)c3ccccc32)cc1	-2	18	-0.1	-1.3	3	0	97	-3	-14	1
N#CC(=C1SC=CS1)c1nc(-c2ccccc2)cs1	24	10	1.7	2.1	-2	-10	108	4	3	-2
CCN1CCN(C(=S)Nc2cccc(C(F)(F)F)c2)CC1	-2	-2	-1.4	-0.7	6	7	100	-2	-5	-1
Cn1c(=O)oc2cc(S(=O)(=O)NCc3ccc(F)cc3)ccc21	-2	-8	-4.9	-0.5	3	16	120	-3	-6	1
CSc1nc(N)nc2c1ncn2CC(=O)NCCNc1ccc([N+](=O)[O-])cn1	-4	2	.	1.6	0	.	94	-4	-12	-6
Cc1cc2c(OCC(O)CNCc3ccco3)cccc2[nH]1 (centres undefined)	-2	-5	-1.4	-1.7	-3	6	132	-7	-2	-8
Cc1ccccc1-c1nc2sc(-c3ccccc3)cc2c(=O)o1	.	-8	-2.7	1.1	1	13	103	-2	2	-1
Cc1cc(C)c2c(CC(=O)NN(C)C)coc2c1	0	-22	0.3	-1.7	-1	-1	118	-4	-5	-2
Cc1ccccc1NC(=O)c1c(-c2ccccc2)noc1C	.	3	-1.8	0.3	-2	10	106	-4	4	5
COc1cc(C2/C(=C(\O)c3ccc4c(c3)CC(C)O4)C(=O)C(=O)N2CCCn2ccnc2)cc(OC)c1OC (centres undefined)	0	44	-1.3	0.0	-7	7	102	0	-7	1
CC1CC(=O)Nc2ccccc2N1S(=O)(=O)c1ccc(C(F)(F)F)cc1 (centres undefined)	0	15	-3.0	0.3	-1	16	114	2	3	-3
COc1cccc(CN2CC(C(=O)NCCC3=CCCCC3)CCC2=O)c1 (centres undefined)	1	37	-1.2	-0.1	5	7	103	2	1	-2
NC(=O)Cn1nnc(-c2ccc(NC(=O)c3ccc(F)cc3)cc2)n1	9	-5	-2.7	2.3	1	14	103	-2	2	-4
COc1ccc([C@H]2CC(=O)C=C(c3cccc(Cl)c3)C2)cc1OC	0	1	-1.2	-1.1	1	7	103	-6	-7	6
O=C(COC(=O)/C=C/c1cccc([N+](=O)[O-])c1)Nc1cccnc1Cl	-6	-5	-1.1	0.6	4	5	.	-1	-3	0
Cc1ccc(NC(=O)COc2coc(CN3CCc4ccccc43)cc2=O)c(C)c1	0	1	-2.8	0.8	-4	14	95	2	-2	-7
COc1ccc(CNC(=O)COC(=O)CCn2c(C)csc2=O)cc1OC	1	5	-3.5	1.4	1	18	99	-3	-18	1
C=CCN1C(=O)C(CC(=O)Nc2ccccc2)S/C1=N/c1nccs1 (centres undefined)	0	26	1.4	23	-4	-7	109	2	-3	6
COc1ccc(-c2cc(C(=O)Nc3ccc(Br)cc3)no2)cc1	2	-13	-4.4	-1.3	3	20	108	-7	-2	2
COc1ccc(/C=C(\NC(=O)c2ccco2)C(=O)NC(Cc2ccccc2)C(=O)O)cc1 (centres undefined)	3	1	0.2	1.9	-1	-1	100	3	1	2
COc1ccc(-c2oc(=O)c3cc(OC)c(OC)cc3c2/C=C/c2ccc([N+](=O)[O-])cc2)cc1	-2	3	-1.2	1.3	0	7	98	-5	-5	-3
